Screening data as filed in PubChem BioAssay.
hcDAF-12 act: H. contortus DAF-12 nuclear receptor activators, primary screen, cell-based, luminescence, HEK293, lit1-tk-luc reporter. HEK293 hcDAF-12 lit1-tk-luc reporter; 0% DMSO, 100% Δ7-dafachronic acid. activation, % at 6.8 µM. 370,000 tested, 1.4% active. AID 652067, 2013;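 active = activation above the mean of all tested compounds plus 3 SD, cut at about 5.5% in these data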;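 note: 100% = response to 3 µM Δ7-dafachronic acid high control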
HGIII-sPLA2 inh: human group III sPLA2 inhibitors, primary screen, biochemical, QFRET, BODIPY PC-A2 liposome substrate | AID 743126, 2013 | inhibition, % at 12.2 µM | Group 3 secretory phospholipase A2 (Homo sapiens), Q9NZ20 | 370,000 tested, 0.56% active | QFRET BODIPY PC-A2 liposome hydrolysis, fluorescence;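 active = inhibition above mean plus 3 SD of compounds lying within the high and low control bounds, cut at about 19% in these data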;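 note: 0% = median of test compound wells and 100% = no enzyme DMSO wells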
PG9 Ab binder: binders of HIV-1 gp120 antibody PG9, primary screen, biochemical, TR-FRET | 360,000 tested, 0.43% active | TR-FRET gp120-PG9 antibody binding | HIV-1 gp120 / PG9 antibody interaction | inhibition, % at 6.7 µM; in the data active = inhibition above about 8.5%
hgDAF-12 ag: H. glycines DAF-12 receptor agonists, primary screen, cell-based, luminescence, HEK293, GAL4 fusion, UAS-luciferase; 370,000 tested, 1.8% active; Nuclear hormone receptor DAF-12 (Heterodera glycines), GAL4 fusion; activation, % at 6.8 µM; AID 687014, 2013; HEK293 GAL4-hgDAF12 UAS-luciferase reporter, agonist luminescence; normalized to butyrate control;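 active = activation above a cutoff set at the mean of all screened compounds plus 3 SD, cut at about 10% in these data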;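 note: 0% = DMSO wells and 100% = sodium butyrate wells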
DAX1 inh-1: DAX1 (NR0B1) inhibitors on StAR promoter, primary screen, cell-based, luminescence, SF-1 (NR5A1), full-length DAX-1; AID 652010, 2013; inhibition, % at 6.8 µM; 370,000 tested, 1.1% active; HEK293T StAR-luciferase reporter, SF-1/DAX-1 repression relief;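 active = inhibition above the mean over all tested compounds plus 3 SD, cut at about 3.6% in these data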;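 note: 0% = DAX-1 cells with DMSO and 100% = cells lacking DAX-1 with DMSO; higher inhibition means more luminescence from relief of DAX-1 repression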
PLCb3 inh: human PLC-beta3 inhibitors, primary screen, biochemical, fluorescence; 1-phosphatidylinositol 4,5-bisphosphate phosphodiesterase beta-3 (Homo sapiens), Q01970; Purified PLC-beta3, fluorogenic substrate; inhibition, % at 12.2 µM; 370,000 tested, 0.18% active; in the data active = inhibition above about 11%;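 note: 0% = median of compound wells on plate and 100% = full blocker control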
Target sequence (Q01970 whole entry, looked up): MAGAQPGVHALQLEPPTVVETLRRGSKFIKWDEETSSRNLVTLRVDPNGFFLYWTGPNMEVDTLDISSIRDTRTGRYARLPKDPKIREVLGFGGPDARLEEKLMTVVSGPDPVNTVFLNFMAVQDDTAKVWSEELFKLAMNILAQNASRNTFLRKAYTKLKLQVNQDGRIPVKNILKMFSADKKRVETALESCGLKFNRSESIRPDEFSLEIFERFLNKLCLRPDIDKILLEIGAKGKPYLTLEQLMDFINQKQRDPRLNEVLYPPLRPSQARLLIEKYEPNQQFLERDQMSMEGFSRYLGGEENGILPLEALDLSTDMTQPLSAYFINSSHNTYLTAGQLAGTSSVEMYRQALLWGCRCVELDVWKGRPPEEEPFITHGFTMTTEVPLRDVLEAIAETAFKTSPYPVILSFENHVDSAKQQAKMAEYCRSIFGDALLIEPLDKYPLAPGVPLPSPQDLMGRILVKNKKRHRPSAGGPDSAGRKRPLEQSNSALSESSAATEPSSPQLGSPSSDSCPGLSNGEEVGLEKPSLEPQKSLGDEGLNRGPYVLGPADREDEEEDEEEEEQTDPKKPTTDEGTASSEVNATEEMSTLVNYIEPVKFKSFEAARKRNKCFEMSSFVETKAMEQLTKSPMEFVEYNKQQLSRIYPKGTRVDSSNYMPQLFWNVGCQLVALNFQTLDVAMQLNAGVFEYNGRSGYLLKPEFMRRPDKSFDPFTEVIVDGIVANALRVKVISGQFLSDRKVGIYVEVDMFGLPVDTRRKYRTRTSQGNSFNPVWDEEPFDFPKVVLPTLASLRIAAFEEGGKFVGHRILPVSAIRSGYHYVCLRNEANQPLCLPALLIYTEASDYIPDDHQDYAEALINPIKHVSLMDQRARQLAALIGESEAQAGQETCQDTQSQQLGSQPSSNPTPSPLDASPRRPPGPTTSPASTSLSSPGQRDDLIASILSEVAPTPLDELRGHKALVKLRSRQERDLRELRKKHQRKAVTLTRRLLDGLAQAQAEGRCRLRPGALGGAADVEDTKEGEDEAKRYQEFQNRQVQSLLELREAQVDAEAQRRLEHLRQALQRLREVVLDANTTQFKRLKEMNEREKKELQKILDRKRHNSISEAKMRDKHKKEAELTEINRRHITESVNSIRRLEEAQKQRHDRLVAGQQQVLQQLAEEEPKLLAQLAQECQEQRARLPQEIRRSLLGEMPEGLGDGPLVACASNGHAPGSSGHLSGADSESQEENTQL
SMARCA2 activ: SMARCA2 (BRM) function activators, primary screen, cell-based, luminescence, high throughput; MG213 cells, MMTV-luciferase reporter, dexamethasone, overnight; activation, % at 9.1 µM; 370,000 tested, 1% active; AID 652017, 2013; in the data active = activation above about 7.8%;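 note: 0% = vehicle wells and 100% = reference activator wells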
DAX1 inh-2: DAX1 (NR0B1) inhibitors, primary screen, cell-based, HEK293, Gal4-DAX1, luciferase luminescence; inhibition, % at 6.75 µM; Nuclear receptor subfamily 0 group B member 1 (Homo sapiens), P51843; AID 504766, 2011; 340,000 tested, 0.99% active; HEK293 Gal4-DAX1 luciferase reporter;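 active = inhibition above the mean over all tested compounds plus 3 SD, cut at about 4.2% in these data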;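 note: 0% = DAX1-transfected cells with DMSO and 100% = empty-vector control cells with DMSO; inhibition shows as a rise in luminescence from relieved DAX1 repression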
ssDAF12 agonist: S. stercoralis DAF-12 nuclear receptor activators, primary screen, cell-based, luminescence, HEK293, GRIP1 co-expression, lit1-tk-luc; 370,000 tested, 1% active; activation, % at 6.8 µM; HEK293 ssDAF-12/GRIP1 lit1-tk-luc reporter; % of 3 µM dafachronic acid response; AID 652126, 2013; Nuclear hormone receptor DAF-12 (Strongyloides stercoralis);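 active = activation above the mean over all tested compounds plus 3 SD, cut at about 0.9% in these data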;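 note: 0% = DMSO-only wells and 100% = 3 µM delta7-dafachronic acid wells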
FXN GAA850 act: FXN promoter activators, primary screen, cell-based, luciferase luminescence, HEK293 lucGAA850. HEK293 lucGAA850 FXN promoter luciferase reporter, 24 h; percent of 10 µM SAHA response. activation, % at 6 µM. 360,000 tested, 0.56% active;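 active = activation above the average of all compounds screened plus 3 SD, cutoff fixed separately per campaign, cut at about 7.5% in these data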;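 note: 0% = DMSO wells and 100% = 10 µM SAHA wells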
NR1D1 modulator: modulators of Rev-erb alpha DNA binding, primary screen, biochemical, FITC-DNA, fluorescence polarization, uHTS | 370,000 tested, 0.79% active | AID 1259318, 2017 | activity, % at 10 µM | Nuclear receptor subfamily 1 group D member 1 (Homo sapiens), P20393 | Rev-erbα–FITC-DNA binding, 90 min;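 active = activity above about 14%, limit read from the data; passing the limit was not always enough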;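 note: 0% = DMSO wells with 35 nM protein and 100% = DMSO wells with 750 nM protein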
An asterisk follows results filed as active; . = no result given. This is a random part of the collection; 7% or so of the library scored in one or more.

Order of results: SMARCA2 activ	hgDAF-12 ag	hcDAF-12 act	ssDAF12 agonist	PLCb3 inh	PG9 Ab binder	FXN GAA850 act	HGIII-sPLA2 inh	NR1D1 modulator	DAX1 inh-2	DAX1 inh-1
1) COC(=O)c1ccccc1NC(=O)CNc1ccc(F)c(S(=O)(=O)N2CCOCC2)c1
    -2.5	-2.9	-2.0	-1.1	-5.5	-1.5	0.7	3.5	0.2	0.8	1.1
2) Cc1ccc(S(=O)(=O)CCC(=O)N2CCN(c3ccccc3F)CC2)cc1
    -3.6	-2.2	-2.2	-1.3	-7.8	-2.0	-0.4	0.5	-1.2	-0.4	-0.3
3) Cc1ccc(SC[C@H](C)CN2CC[C@H](C)CCC2=O)cc1
    -0.2	-1.4	-1.5	-1.1	0.4	1.6	1.7	6.3	1.7	-0.4	-0.5
4) O=C(O)c1ccc(/C=N/NC(=O)c2ccc(F)cc2)cc1
    -2.3	-1.0	0.8	-0.9	-1.0	-2.1	1.8	3.7	1.5	1.1	0.1
5) CC1(c2ccccc2)NC(=O)N(CC(=O)NCc2cccc(Cl)c2)C1=O (stereo unspecified)
    -3.5	1.6	0.4	-0.5	0.1	-2.0	1.0	6.4	0.1	-1.1	0.1
6) CC(NC(=O)/C(C#N)=C1\N=C(NC(=O)c2cccs2)c2ccccc21)c1ccccc1 (stereo unspecified)
    -0.4	-0.7	0.8	0.7	-2.8	-1.6	1.1	1.5	6.2	-0.5	1.0
7) CCCC(=O)N1CCCC1(C)C(=O)Nc1ccc2c(c1)CCN2C(C)=O (stereo unspecified)
    -2.7	-0.5	-1.4	-1.1	-16.9	0.1	0.7	11.8	-8.1	.	-0.5
8) Cc1cc(NC(=O)CSc2nc3c(c(=O)n2Cc2ccccc2)SC(C)C3)no1 (stereo unspecified)
    -0.2	2.7	-0.2	-0.8	1.1	-0.5	1.7	-4.2	3.4	-0.1	0.7
9) O=C(NCCc1c[nH]c2ccccc12)c1ccc([N+](=O)[O-])cc1
    3.3	2.6	2.5	0.1	-0.4	-1.3	1.6	-33.7	11.5	1.2	0.2
10) O=C(Nc1ncc2c(n1)-c1ccccc1OC2)c1ccccc1Cl
    -2.1	-0.6	-1.6	-1.0	-397.0	-0.8	2.6	-6.7	-1.5	-0.3	0.6
11) CCOc1ccc(S(=O)(=O)N2CCOCC2)cc1NC(=O)CSCc1c(C)noc1C
    -3.5	-1.1	0.6	-0.9	-6.3	1.8	2.4	11.1	3.4	0.5	-0.5
12) Cn1c(=O)c2cc3c(nc2n(C)c1=O)CC(c1ccccc1)CC3=O (stereo unspecified)
    5.2	0.8	3.2	0.7	-3.5	-2.6	0.7	-3.5	-4.2	3.8	-0.4
13) Cc1c(C(=O)OCC(=O)NC(=O)NC2CCCCC2)cccc1[N+](=O)[O-]
    -2.6	0.3	0.3	-1.6	-9.6	0.6	0.1	6.8	0.6	0.2	1.5
14) COc1ccc(NC(=O)CCN2CCN(S(=O)(=O)c3ccc(Br)cc3)CC2)cc1
    -1.9	-2.0	-3.3	-1.7	-7.8	-1.3	-0.9	-12.2	2.4	-0.9	-0.5
15) O=C(O)/C=C/C(=O)Nc1cc(F)ccc1F
    -3.0	0.2	-0.7	-1.3	-6.5	0.6	1.0	17.4	-4.7	0.6	0.5
16) COc1cccc(NC(=O)Cc2nnc(SCC(=O)NC(C)c3ccccc3)n2C)c1 (stereo unspecified)
    0.7	6.0	0.0	-0.9	2.2	0.1	-0.3	-0.9	0.1	0.4	-1.1
17) Cc1ccc(CC(=O)NCc2cccnc2)cc1
    -0.2	0.9	-0.3	-0.7	-2.9	1.8	.	-0.7	4.1	.	0.2
18) CCOc1cc(/C=N\NC(=O)c2ccc(NC(=O)C(C)(C)C)cc2)ccc1OC(=O)c1ccc(OC)cc1
    -4.2	-0.3	-0.8	-1.2	2.4	2.2	-0.8	0.8	-0.2	0.5	0.0
19) CC(C(=O)N1CCOCC1)n1cc([N+](=O)[O-])cn1 (stereo unspecified)
    -2.6	0.0	-1.9	-1.5	3.3	0.1	-1.4	-0.6	0.4	-0.3	0.4
20) CCOC(=O)C(C#N)=CN1CCNc2ccccc21
    1.8	-1.1	-1.7	0.0	6.7	-1.4	1.1	4.9	2.2	-0.3	0.2
21) O=C(Nn1cnnc1)c1ccc(F)c(S(=O)(=O)N2CCCCC2)c1
    -3.1	-1.6	-0.8	-1.0	-0.6	0.2	2.0	-0.8	1.1	0.5	-0.5
22) Cc1cc(C(=O)COC(=O)c2cccnc2Cl)c(C)n1-c1c(C)n(C)n(-c2ccccc2)c1=O
    0.6	3.7	-1.4	-1.6	2.4	-0.2	0.1	-2.0	-2.6	-0.6	-1.2
23) CCN(CC)CCCN(C(=O)c1ccco1)c1nc(-c2ccc(Cl)cc2)cs1
    -1.7	1.5	3.4	-1.0	-5.9	-0.2	0.5	4.5	-1.1	1.1	0.6
24) COc1ccc(CN2Cc3cccc4c3[C@@H](CC2=O)[C@H](O)[C@H](O)C4)cc1
    0.1	1.1	-1.4	-1.4	1.8	-2.2	0.1	-2.3	1.4	1.7	-0.7
25) C=C1C(=O)OC2C=C(CO)CCC=C(CO)CC(OC(=O)C(C)C)C12 (stereo unspecified)
    -0.3	-2.4	-0.3	-1.2	-2.2	-0.6	4.4	10.0	-5.4	1.2	1.3
26) CC(Sc1ccc(S(=O)(=O)N2CCN(C)CC2)cn1)C(=O)NC1CCCCC1 (stereo unspecified)
    -3.8	1.4	-0.6	-1.3	-4.2	-0.5	-1.2	-3.8	5.6	0.0	-0.2
27) O=C(Cc1ccccc1)NCCSCc1ccc(Cl)cc1
    -1.1	-0.8	-2.3	-1.2	0.4	0.1	-0.3	-4.3	-3.7	0.8	0.2
28) Fc1ccc(N2CCN(c3nc(CN4CCOCC4)nc4scc(-c5ccccc5)c34)CC2)cc1
    0.1	-1.5	-1.3	-1.9	-5.5	-2.7	-3.6	-1.7	0.1	0.1	-0.6
29) COc1ccc(-c2csc(NC(=O)Cc3ccccc3)n2)cc1OC
    -1.8	-1.9	-2.5	-1.8	-3.9	0.7	1.2	-9.7	1.8	-0.5	-0.7
30) CCCC(=O)Nc1cc2c3c(c1)CCN3C(=O)CC2
    1.5	-0.3	-1.8	-1.2	5.4	0.5	-1.6	3.4	-5.5	0.0	-2.8
31) Cc1ccc(SC(C)C(=O)NCc2ccncc2)cc1 (stereo unspecified)
    2.8	3.2	-1.1	-1.1	-8.9	-1.2	-0.2	3.4	1.5	-0.7	0.3
32) CC(Oc1ccc(Br)cc1)C(=O)Nc1ccc(S(=O)(=O)N(C)C2CCN(C)CC2)cc1 (stereo unspecified)
    -2.3	-2.8	-1.7	-1.4	-8.6	0.8	-1.8	-15.6	4.5	-1.0	1.2
33) COc1ccc(/C(C)=N/NC(=O)CNC(=O)c2cccs2)cc1
    1.3	-2.4	-0.6	-1.0	-0.4	0.7	1.8	0.4	7.9	0.9	0.7
34) O=C1NC[C@@H](CCCCN2C[C@H](Cc3ccccc3)N(CC3CCCCC3)C(=O)C2=O)N(CC2CCCCC2)C1=O
    2.0	2.1	-1.4	-1.3	4.1	0.1	.	-6.1	0.5	.	-0.4
35) Cc1ccc(S(=O)(=O)N2CCN(c3ncnc4scc(-c5ccccc5)c34)CC2)cc1
    -2.4	-0.3	-0.4	-0.6	-8.5	-0.9	0.9	18.8	-4.3	0.8	-1.9
36) CCOC(=O)[C@]12CCC=C1N(Cc1ccc(Cl)cc1Cl)C(=O)[C@H](CC(=O)NCc1cccc3ccccc13)C2
    -2.1	0.0	-1.5	0.1	1.3	-0.1	.	-17.4	-3.2	.	-1.4
37) COc1cc(OC)cc(-c2cc3ccc(OC)cc3cn2)c1
    7.0	16.0*	6.7*	0.9*	-4.1	0.4	-1.0	-6.7	0.0	2.6	0.7
38) Cc1ccc2sc(N(CCCN(C)C)C(=O)CN3C(=O)c4ccccc4C3=O)nc2c1C
    -1.4	3.1	0.1	-1.5	-5.5	1.9	2.5	-19.7	-2.5	3.4	0.6
39) CCOc1ccc(NC(=S)NC(=O)/C=C/c2ccc(Br)cc2)c([N+](=O)[O-])c1
    1.1	1.4	-0.8	-1.0	-6.6	-0.5	-0.8	-2.5	4.7	0.7	-0.5
40) C=CCSc1nnc2c(n1)OC(C)=Nc1ccc(Br)cc1-2
    0.4	0.5	5.2	-1.1	-0.1	-0.6	-0.8	2.0	-2.2	0.0	0.3
41) Cc1ccc(-c2nn(C)c(=O)c3ccccc23)cc1CNC(=O)NC1CCCCC1
    -2.9	1.4	-2.2	-0.8	-6.7	0.5	0.8	3.2	-2.4	-0.9	0.3
42) Fc1ccc(OCCn2cnc(Cl)c2Cl)cc1
    -1.4	3.8	-0.8	-2.1	-6.3	-0.1	1.5	-5.2	-2.2	0.0	0.0
43) CC(=O)C(CC(=O)N1CCCc2ccccc21)C(=O)Nc1ccc(F)cc1 (stereo unspecified)
    -2.6	-2.7	-1.9	-1.0	-1.8	-0.4	-1.7	-1.8	3.3	-1.0	-0.3
44) O=C(NC1CCCc2c1cnn2-c1cc(F)cc(F)c1)c1ccncc1 (stereo unspecified)
    -1.4	0.2	1.6	-1.0	-2.5	-1.2	-0.9	-2.4	2.4	0.1	-0.5
45) CC(=O)NC(CCCCNC(=S)NC1CCCCC1)C(=O)O (stereo unspecified)
    -2.8	-1.6	0.2	-1.0	-0.8	0.1	-0.4	11.1	1.2	-0.2	0.1
46) CCC(C(=O)NC1CCCCCC1)n1nc(C)n2c(cc3occc32)c1=O (stereo unspecified)
    -4.3	-0.3	-1.1	-1.3	-10.4	1.9	-2.6	0.2	1.8	0.2	-0.2
47) O=C(O)c1ccc(/C=N/NC(=O)c2cc(-c3ccc4c5c(cccc35)CC4)n[nH]2)cc1
    -2.4	1.1	-1.7	-0.6	-5.0	-0.8	0.7	-5.1	-2.9	-0.7	0.3
